TbMetRS inhib: T. brucei MetRS inhibitors, primary screen, biochemical, luminescence; purified T. brucei MetRS, ATP depletion, Kinase-Glo luminescence; inhibition, % at 11.9 µM; AID 624268, 2012; actives 0.4% (n = 360,000);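 active means inhibition above a per-plate cutoff of the control wells' mean inhibition plus 3 SD, cut at about 5.5% in these data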;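 further: 0% = DMSO wells median and 100% = median of wells with control inhibitor compound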
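Material – parasite MetRS enzyme · Medium – HEPES-MgCl2-KCl buffer plus DTT, spermine, BSA, pyrophosphatase · Reagent – ATP, methionine and E. coli bulk tRNA substrates · Times – 15 min enzyme-compound preincubation, 2 h reaction, 10 min detection, 25 °C · Measured by – luminescence of leftover ATP · Evaluation – percent inhibition relative to median high and low control wells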
CSN inh: inhibitors of CSN-mediated cullin deneddylation, primary screen, biochemical, fluorescence polarization, uHTS; COP9 signalosome complex subunit 5 (Homo sapiens), Q92905; Purified CSN, SCF-Nedd8-OG deneddylation; inhibition, % at 12.5 µM; actives 0.38% (n = 360,000);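 active means pattern-corrected inhibition above about 35%, with an unprinted fluorescence ratio check between 0.5 and 1.5, limit read from the data, passing the limit was not always enough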;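 further: 0% = enzyme with substrate and 100% = substrate without enzyme; some results filed as inactive read as strong as hits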
Target sequence (Q92905 whole entry, looked up, one chain of several): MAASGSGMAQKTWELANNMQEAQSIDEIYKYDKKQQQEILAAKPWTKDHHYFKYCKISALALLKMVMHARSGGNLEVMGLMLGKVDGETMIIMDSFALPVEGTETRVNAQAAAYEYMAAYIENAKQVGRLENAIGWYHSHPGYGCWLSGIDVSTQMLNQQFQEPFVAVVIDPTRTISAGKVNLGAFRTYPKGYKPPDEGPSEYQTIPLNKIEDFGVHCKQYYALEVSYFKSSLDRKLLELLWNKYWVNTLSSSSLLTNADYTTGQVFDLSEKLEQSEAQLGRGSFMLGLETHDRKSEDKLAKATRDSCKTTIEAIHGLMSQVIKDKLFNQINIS
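assay system = purified human Csn5 enzyme expressed in HEK293T cells | amount = 0.24 nM enzyme | buffer or medium = Tris/NaCl/DTT buffer, pH 7.5 | reagent = 10 nM SCFSkp2-Nedd8OG | compound = one concentration, 12.5 µM, 0.25% DMSO | times = 90 min reaction at room temperature | signal = FP | read-out basis = % inhibition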
bovine MsrA act: bovine MsrA enzyme activators, primary screen, biochemical, absorbance, HTS; Methionine sulfoxide reductase A (Bos taurus); purified bovine MsrA, absorbance read-out; activation, % at 10.6 µM; actives 0.3% (n = 360,000); AID 602163, 2012; in the data active means activation above about 7.5%;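 further: 0% = vehicle and 100% = reference activator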
Neddylation inh: inhibitors of cullin neddylation, primary screen, biochemical, TR-FRET, uHTS, NAE and Ubc12. calls only at 25 µM. NEDD8-conjugating enzyme Ubc12 (Homo sapiens) + NEDD8-activating enzyme E1 regulatory …. actives 0.58% (n = 360,000); in the data active means inhibition above about 36%
Target sequence (P61081 whole entry, looked up): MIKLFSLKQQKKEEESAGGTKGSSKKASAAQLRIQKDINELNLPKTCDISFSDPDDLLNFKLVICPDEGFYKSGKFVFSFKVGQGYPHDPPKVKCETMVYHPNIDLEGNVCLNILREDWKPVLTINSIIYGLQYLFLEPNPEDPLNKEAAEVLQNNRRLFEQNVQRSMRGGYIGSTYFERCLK
Target sequence (Q13564 whole entry, looked up): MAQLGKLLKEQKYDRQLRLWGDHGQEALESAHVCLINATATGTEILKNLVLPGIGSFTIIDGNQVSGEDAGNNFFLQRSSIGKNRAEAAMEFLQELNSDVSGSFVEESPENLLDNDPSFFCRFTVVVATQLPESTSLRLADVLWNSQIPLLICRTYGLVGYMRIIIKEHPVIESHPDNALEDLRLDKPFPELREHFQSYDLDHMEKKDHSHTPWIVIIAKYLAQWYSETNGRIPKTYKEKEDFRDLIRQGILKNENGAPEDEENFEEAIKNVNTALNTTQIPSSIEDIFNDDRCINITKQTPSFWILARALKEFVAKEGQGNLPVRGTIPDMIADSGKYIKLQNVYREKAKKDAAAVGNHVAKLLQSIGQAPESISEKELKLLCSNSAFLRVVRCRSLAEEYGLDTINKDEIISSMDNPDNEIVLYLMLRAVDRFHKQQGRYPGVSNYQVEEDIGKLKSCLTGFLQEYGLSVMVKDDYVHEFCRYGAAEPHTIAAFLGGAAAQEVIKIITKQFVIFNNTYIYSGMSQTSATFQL
MsrA inh: bovine MsrA enzyme inhibitors, primary screen, biochemical, absorbance, HTS; AID 651718, 2012; Methionine sulfoxide reductase A (Bos taurus); actives 0.75% (n = 360,000); inhibition, % at 15.5 µM; purified bovine MsrA, absorbance read-out; in the data active means inhibition above about 4.5%;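 further: 0% = vehicle wells with enzyme and 100% = reference inhibitor wells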
PABP1 MLLE inh: inhibitors of PABP1 MLLE–PAM2 peptide binding, primary screen, biochemical, fluorescence polarization, FITC-PAM2, GST-MLLE. inhibition, % at 20 µM. AID 588489, 2011. Polyadenylate-binding protein 1 (Homo sapiens), P11940. actives 0.36% (n = 360,000); in the data active means inhibition above about 35%, passing the limit was not always enough;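 further: plate controls were DMSO wells with GST-MLLE for no effect and wells lacking GST-MLLE protein for full effect; some results filed as inactive read as strong as hits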
E coli Lon inh: inhibitors of E. coli Lon protease, primary screen, biochemical, fluorescence polarization; purified E. coli Lon protease; P0A9M0; actives 0.42% (n = 360,000); inhibition, % at 7.94 µM; in the data active means inhibition above about 13%, passing the limit was not always enough;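 further: 0% = enzyme with probe and DMSO and 100% = no enzyme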
Rin1-Abl PPI inh: inhibitors of Rin1-Abl protein binding, primary screen, biochemical, TR-FRET | inhibition, % at 7.35 µM | actives 0.4% (n = 360,000) | AID 588664, 2011; in the data active means inhibition above about 5%, passing the limit was not always enough
FAS TE block: FAS thioesterase domain inhibitors, primary screen, biochemical, fluorescence intensity, uHTS. Fatty acid synthase (Homo sapiens), P49327. recombinant FAS-TE, OMFH fluorogenic substrate, fluorescence endpoint. inhibition, % at 15 µM. actives 0.67% (n = 360,000);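 active means compounds whose normalised, plate-corrected inhibition of enzyme fluorescence in the single-dose primary screen is 50% or more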;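 further: 0% = DMSO with enzyme and 100% = substrate without enzyme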
Starred values were filed as active, the others as inactive.

`CCC1(C)Cc2c(sc3nc4n(c(=O)c23)CCCS4)CO1` (stereo not drawn) gave TbMetRS inhib 0.2, CSN inh -1, bovine MsrA act -6, Neddylation inh inactive, MsrA inh 1.5, PABP1 MLLE inh -18, E coli Lon inh -19, Rin1-Abl PPI inh 3 and FAS TE block -5.
`COc1cnc(-c2ccccn2)nc1Sc1ccccc1` gave TbMetRS inhib -0.5, CSN inh -10, bovine MsrA act -8, Neddylation inh inactive, MsrA inh 1.1, PABP1 MLLE inh 25, E coli Lon inh -9, Rin1-Abl PPI inh 1 and FAS TE block -1.
CC(=O)c1ccc(OCCCN2CCCCC2)cc1 was read as TbMetRS inhib 0.4, CSN inh -5, bovine MsrA act -2, Neddylation inh inactive, MsrA inh 0.8, PABP1 MLLE inh 4, E coli Lon inh 0, Rin1-Abl PPI inh -6 and FAS TE block -6.
For Cc1ccc(C(=O)N/N=C\c2ccc(Br)o2)o1 the results were TbMetRS inhib -0.8, CSN inh 0, bovine MsrA act -10, Neddylation inh inactive, MsrA inh 6.4*, PABP1 MLLE inh 0, E coli Lon inh -10, Rin1-Abl PPI inh -1 and FAS TE block -4.
Screening CC(=O)Nc1ccc(/C=N/Nc2nncc3ccccc23)cc1 returned TbMetRS inhib -1.3, CSN inh 3, bovine MsrA act -4, Neddylation inh inactive, MsrA inh 0.9, PABP1 MLLE inh -4, E coli Lon inh -3, Rin1-Abl PPI inh 0 and FAS TE block -4.
Screening CC12CC3(C)CC(C)(C1)CC(C(=O)NC1=NCCS1)(C2)C3 returned TbMetRS inhib 0.1, CSN inh 5, bovine MsrA act 0, Neddylation inh inactive, MsrA inh 0.8, PABP1 MLLE inh 18, E coli Lon inh -8, Rin1-Abl PPI inh -4 and FAS TE block -38.
`N#Cc1ccccc1NC(=O)COC(=O)CCc1ccc(S(=O)(=O)N2CCCCC2)cc1` gave TbMetRS inhib -0.1, CSN inh -6, bovine MsrA act -3, Neddylation inh inactive, MsrA inh 0.6, PABP1 MLLE inh -16, E coli Lon inh 6, Rin1-Abl PPI inh -5 and FAS TE block 7.
For Cc1cccc(NC(=O)Cn2nnc3sc4c(c3c2=O)CC(C)(C)OC4)c1 the results were TbMetRS inhib 0.1, CSN inh 0, bovine MsrA act -4, Neddylation inh inactive, MsrA inh -0.1, PABP1 MLLE inh -8, E coli Lon inh -7, Rin1-Abl PPI inh -1 and FAS TE block 1.
For On1ccccc1=S the results were TbMetRS inhib -0.9, CSN inh 0, bovine MsrA act 7, Neddylation inh inactive, MsrA inh 0.2, PABP1 MLLE inh 22, E coli Lon inh -3, Rin1-Abl PPI inh -5 and FAS TE block -5.
For CCOC(=O)N1CCN(c2c(NCCCN(CC)Cc3ccccc3)c(=O)c2=O)CC1 the results were TbMetRS inhib -1.4, CSN inh 4, bovine MsrA act -10, Neddylation inh inactive, MsrA inh 0.1, PABP1 MLLE inh -2, E coli Lon inh -3, Rin1-Abl PPI inh 0 and FAS TE block -9.
O=C(NCCCCc1ccccc1)c1ccccc1F was read as TbMetRS inhib -0.3, CSN inh 0, bovine MsrA act -3, Neddylation inh inactive, MsrA inh -1.0, PABP1 MLLE inh 0, E coli Lon inh -7, Rin1-Abl PPI inh 1 and FAS TE block 4.
CCCCC(=O)Nc1c(-c2ccc(OC)c(OC)c2)c(=O)c2ccccc2n1C was read as TbMetRS inhib -1.5, CSN inh 0, bovine MsrA act -6, Neddylation inh inactive, MsrA inh 1.8, PABP1 MLLE inh 3, E coli Lon inh 1, Rin1-Abl PPI inh 0 and FAS TE block -3.
Screening OC(c1cccc(Cl)c1)c1ncc(-c2ccccc2Cl)[nH]1 (stereo not drawn) returned TbMetRS inhib 2.8, CSN inh 3, bovine MsrA act -2, Neddylation inh inactive, MsrA inh -0.3, PABP1 MLLE inh 1, E coli Lon inh -10, Rin1-Abl PPI inh -1 and FAS TE block 5.
COc1ccc(CN2CCC(N3CC(C)OC(C)C3)CC2)c(OC)c1 (stereo not drawn) was read as TbMetRS inhib -0.5, CSN inh -6, bovine MsrA act 0, Neddylation inh inactive, MsrA inh -0.9, PABP1 MLLE inh -1, E coli Lon inh 5, Rin1-Abl PPI inh -1 and FAS TE block -1.
COc1ccc(NC(=O)C(=O)NCC(c2ccco2)N2CCc3ccccc3C2)cc1 (stereo not drawn) was read as TbMetRS inhib -0.6, CSN inh 1, bovine MsrA act -2, Neddylation inh inactive, MsrA inh 0.9, PABP1 MLLE inh 21, E coli Lon inh -13, Rin1-Abl PPI inh 4 and FAS TE block 19.
Screening O=C(COc1cccc(Cl)c1)NCc1ccccc1 returned TbMetRS inhib 0.1, CSN inh 0, bovine MsrA act 0, Neddylation inh inactive, MsrA inh -0.9, PABP1 MLLE inh 4, E coli Lon inh -9, Rin1-Abl PPI inh 1 and FAS TE block 6.
Screening COc1cc2oc(=O)cc(-c3ccc(-c4ccc(OC(F)(F)F)cc4)cc3)c2c(OC)c1OC returned TbMetRS inhib -0.5, CSN inh -1, bovine MsrA act -1, Neddylation inh inactive, MsrA inh -0.7, PABP1 MLLE inh -43, E coli Lon inh -2, Rin1-Abl PPI inh 2 and FAS TE block 18.
`CC(NC(=O)c1ccco1)C1COc2ccccc2O1` (stereo not drawn) gave TbMetRS inhib -1.1, CSN inh -1, bovine MsrA act 3, Neddylation inh inactive, MsrA inh 0.2, PABP1 MLLE inh 14, E coli Lon inh -16, Rin1-Abl PPI inh 0 and FAS TE block -4.
Screening C=CCc1ccc(OCCCNC2CCCC2)c(OC)c1 returned TbMetRS inhib -0.2, CSN inh 9, bovine MsrA act -3, Neddylation inh inactive, MsrA inh -0.8, PABP1 MLLE inh 0, E coli Lon inh -4, Rin1-Abl PPI inh 3 and FAS TE block -2.
Cc1ccc(S(=O)(=O)Nc2ccc3c(c2)CCC3)cc1C was read as TbMetRS inhib -0.1, CSN inh 2, bovine MsrA act 0, Neddylation inh inactive, MsrA inh -0.1, PABP1 MLLE inh 14, E coli Lon inh -13, Rin1-Abl PPI inh 0 and FAS TE block 0.
For OC(CNC1CCCCC1)CNC1CCCCC1 the results were TbMetRS inhib -0.1, CSN inh -1, bovine MsrA act -1, Neddylation inh inactive, MsrA inh -1.5, PABP1 MLLE inh -2, E coli Lon inh 3, Rin1-Abl PPI inh 0 and FAS TE block -9.
For CCOC(=O)c1c(NC(=O)OC)sc(C(=O)N(C)C)c1C the results were TbMetRS inhib -1.1, CSN inh -1, bovine MsrA act -6, Neddylation inh inactive, MsrA inh 0.2, PABP1 MLLE inh 6, E coli Lon inh 4, Rin1-Abl PPI inh -1 and FAS TE block -11.
Screening O=C(O)C1CCC(Cn2c(SCc3cc(=O)n4ccccc4n3)nc3ccsc3c2=O)CC1 (stereo not drawn) returned TbMetRS inhib -0.6, CSN inh -1, bovine MsrA act -6, Neddylation inh inactive, MsrA inh 0.1, PABP1 MLLE inh 12, E coli Lon inh 6, Rin1-Abl PPI inh 2 and FAS TE block -7.
O=C(OCCOc1ccccc1Cl)c1cc(S(=O)(=O)N2CCCCC2)ccc1N1CCOCC1 was read as TbMetRS inhib 0.0, CSN inh -1, bovine MsrA act -1, Neddylation inh inactive, MsrA inh 0.8, PABP1 MLLE inh 20, E coli Lon inh -5, Rin1-Abl PPI inh -1 and FAS TE block 29.
`CCN(CC)C(=O)C1=C(C)N(Cc2ccc(F)cc2)C(=O)C(CC(=O)NC(c2ccccc2)c2ccccc2)C1` (stereo not drawn) gave TbMetRS inhib -0.4, CSN inh -2, bovine MsrA act -3, Neddylation inh inactive, MsrA inh -0.6, PABP1 MLLE inh 2, E coli Lon inh -1, Rin1-Abl PPI inh -5 and FAS TE block 54*.
Screening CN(C)c1ccc(C(C(=O)NC2CCCC2)N(Cc2cccnc2)C(=O)c2snc(C(N)=O)c2N)cc1 (stereo not drawn) returned TbMetRS inhib -0.7, CSN inh 4, bovine MsrA act -2, Neddylation inh inactive, MsrA inh 0.6, PABP1 MLLE inh 2, E coli Lon inh 1, Rin1-Abl PPI inh -1 and FAS TE block -2.
Screening C1CN(CC23CC4CC(CC(C4)C2)C3)CCO1 returned TbMetRS inhib -1.0, CSN inh -6, bovine MsrA act -5, Neddylation inh inactive, MsrA inh -0.6, PABP1 MLLE inh -12, E coli Lon inh -6, Rin1-Abl PPI inh -1 and FAS TE block -5.
O=C(OCCN1CCCCC1)c1ccc(O)cc1 was read as TbMetRS inhib 0.1, CSN inh 1, bovine MsrA act -1, Neddylation inh inactive, MsrA inh -0.3, PABP1 MLLE inh 10, E coli Lon inh -7, Rin1-Abl PPI inh 1 and FAS TE block -9.
COc1ccc2nc(N3C(=O)/C(=C/c4ccccc4)NC3=S)sc2c1 was read as TbMetRS inhib 0.2, CSN inh 95*, bovine MsrA act -3, Neddylation inh inactive, MsrA inh -1.0, PABP1 MLLE inh -124, E coli Lon inh -194, Rin1-Abl PPI inh -3 and FAS TE block 5.
O=C(COc1cnc2ccccc2n1)NCCC1=CCCCC1 was read as TbMetRS inhib -0.6, CSN inh 1, bovine MsrA act -4, Neddylation inh inactive, MsrA inh 1.6, PABP1 MLLE inh -24, E coli Lon inh -1, Rin1-Abl PPI inh -4 and FAS TE block 0.
Screening CCc1cnc(Nc2nc(C(N)c3ccccc3Cl)cs2)nc1 (stereo not drawn) returned TbMetRS inhib 0.0, CSN inh -6, bovine MsrA act -1, Neddylation inh inactive, MsrA inh -0.1, PABP1 MLLE inh 0, E coli Lon inh -14, Rin1-Abl PPI inh -1 and FAS TE block -13.
For CN(CCC1CCOCC1)C(=O)C1CCC(=O)N(CCc2ccccc2)C1 (stereo not drawn) the results were TbMetRS inhib -0.3, CSN inh 0, bovine MsrA act -5, Neddylation inh inactive, MsrA inh 0.6, PABP1 MLLE inh 6, E coli Lon inh -9, Rin1-Abl PPI inh 0 and FAS TE block -4.
For COc1cc(NC(=O)C2CC(c3ccc(Cl)cc3)=NO2)cc(OC)c1OC (stereo not drawn) the results were TbMetRS inhib 0.0, CSN inh 5, bovine MsrA act 0, Neddylation inh inactive, MsrA inh -0.3, PABP1 MLLE inh 6, E coli Lon inh 5, Rin1-Abl PPI inh 1 and FAS TE block 8.

Quoted at random: 3 records from the list
Screening O=C(O)C1CCC(Cn2c(SCc3cc(=O)n4ccccc4n3)nc3ccsc3c2=O)CC1 (stereo not drawn) returned TbMetRS inhib -0.6, CSN inh -1, bovine MsrA act -6, Neddylation inh inactive, MsrA inh 0.1, PABP1 MLLE inh 12, E coli Lon inh 6, Rin1-Abl PPI inh 2 and FAS TE block -7.
`CCN(CC)C(=O)C1=C(C)N(Cc2ccc(F)cc2)C(=O)C(CC(=O)NC(c2ccccc2)c2ccccc2)C1` (stereo not drawn) gave TbMetRS inhib -0.4, CSN inh -2, bovine MsrA act -3, Neddylation inh inactive, MsrA inh -0.6, PABP1 MLLE inh 2, E coli Lon inh -1, Rin1-Abl PPI inh -5 and FAS TE block 54*.
O=C(OCCOc1ccccc1Cl)c1cc(S(=O)(=O)N2CCCCC2)ccc1N1CCOCC1 was read as TbMetRS inhib 0.0, CSN inh -1, bovine MsrA act -1, Neddylation inh inactive, MsrA inh 0.8, PABP1 MLLE inh 20, E coli Lon inh -5, Rin1-Abl PPI inh -1 and FAS TE block 29.
